# All columns: NCI-60 one-dose screen, growth in % after 48 h at 10 µM unless noted; 100 = growth as untreated, 0 = no growth, -100 = all killed.
# SK-MEL-2: SK-MEL-2 melanoma; hit rate 4.7% among 77,000; AID 1794763
# SK-MEL-5: SK-MEL-5 melanoma. hit rate 6.4% among 80,000. AID 1794755
# T-47D: T-47D breast cancer; hit rate 5% among 79,000; AID 1794792
# SK-MEL-28: SK-MEL-28 melanoma | AID 1794761 | hit rate 4.1% among 81,000
# HS 578T: HS 578T breast cancer | hit rate 4.1% among 78,000
# UACC-257: UACC-257 melanoma | hit rate 4.4% among 78,000
# LOX IMVI: LOX IMVI melanoma; AID 1794757; hit rate 7.4% among 79,000
# MALME-3M: MALME-3M melanoma. hit rate 5.8% among 78,000
# Numbers without * were called inactive; / = no result given; [ ] = remark or other dose. How the source made its calls: active means growth percent below 10; inactive means the rest.
# The opening five entries (preview)
SMILES,SK-MEL-2,SK-MEL-5,T-47D,SK-MEL-28,HS 578T,UACC-257,LOX IMVI,MALME-3M
CCOP(=O)(CCCc1cc2c(c(OC)c1OC)OCO2)OCC,118,99,103,107,103,96,101,107
C=C1CCC(C(C)C)[C@@H]2[C@H]1[C@H]1CC(=C)[C@]3(O)CC[C@@](C)(O3)[C@@H]2O1 (stereo not given in full),96,85,74,99,95,90,83,102
NC(N)=N/N=C/c1nccc2ccccc12,120,101,83,115,105,96,95,161
COc1ccc(C(=O)CSc2nnc(-c3ccncc3)n2-c2ccccc2)cc1,101,67,51,108,97,97,103,92
Clc1ccc(C(/C=C/c2sc(Cl)nc2Cl)=N/Nc2cc(Cl)cc(Cl)c2)cc1,106,103,98,105,98,99,98,103

# This part in full (from the top)
SMILES,SK-MEL-2,SK-MEL-5,T-47D,SK-MEL-28,HS 578T,UACC-257,LOX IMVI,MALME-3M
CCOP(=O)(CCCc1cc2c(c(OC)c1OC)OCO2)OCC,118,99,103,107,103,96,101,107
C=C1CCC(C(C)C)[C@@H]2[C@H]1[C@H]1CC(=C)[C@]3(O)CC[C@@](C)(O3)[C@@H]2O1 (stereo not given in full),96,85,74,99,95,90,83,102
NC(N)=N/N=C/c1nccc2ccccc12,120,101,83,115,105,96,95,161
COc1ccc(C(=O)CSc2nnc(-c3ccncc3)n2-c2ccccc2)cc1,101,67,51,108,97,97,103,92
Clc1ccc(C(/C=C/c2sc(Cl)nc2Cl)=N/Nc2cc(Cl)cc(Cl)c2)cc1,106,103,98,105,98,99,98,103
C=C1CC2(OC1=O)C(=O)N(CCCCCCCCCCCCN1C(=O)C3(CC(=C)C(=O)O3)c3ccccc31)c1ccccc12 (stereo not given),73,86,65,89,91,95,4.9*,76
CN(C)CCN1C(=O)c2ccccc2N(C)c2ccccc21,107,103,114,113,114,126,98,98
O=C1/C(=C\c2cn(C[C@@H](O)Cn3c4ccccc4c(=O)c4ccccc43)c3ccccc23)c2ccccc2N1c1c(Cl)cccc1Cl,86,75,81,90,91,90,91,93
C/C(=N/O)c1ccc(NC(=O)Cn2nc(-c3ccccc3)nc2N)cc1,95,98,77,115,92,65,99,113
C=C1C(=O)O[C@H]2[C@H]1CC/C(COC(=O)NCc1ccc(Cn3c(=O)sn(CCCl)c3=O)cc1)=C\CC[C@@]1(C)O[C@@H]21,69,82,3.1*,64,97,50,61,-28*
CCCCCCC[C@@H](O)CC(=O)N[C@H](CCCCN)C(=O)N[C@H](Cc1c[nH]c2ccccc12)C(=O)NC(CCCCN)C(=O)N[C@H](CC(C)C)C(=O)N[C@H](Cc1ccccc1)C(=O)N[C@H](CCCCN)C(=O)N[C@H](CCCCN)C(=O)N[C@H](CC(C)C)C(=O)N1CCCC1C(=O)N[C@H](CCCCN)C(=O)N[C@H](Cc1ccccc1)C(=O)N[C@H](CC(C)C)C(=O)N[C@H](Cc1c[nH]cn1)C(=O)N[C@H](CC(C)C)C(=O)N[C@H](C)C(=O)N[C@H](CCCCN)C(=O)N[C@H](CCCCN)C(=O)N[C@H](Cc1ccccc1)C(=O)O (stereo not given in full),-60*,-26*,-40*,-40*,-42*,-65*,-39*,-2.6*
c1ccc(COc2nc(N3CCOCC3)nc3cc(NCc4cccnc4)ccc23)cc1,84,66,69,90,93,91,90,90
CC(C)N(CCOc1cccc(-c2nc3sccn3c2-c2ccnc(S(C)(=O)=O)n2)c1)C(C)C,109,4.0*,88,99,96,104,84,91
Cn1cc(-c2nc(-c3ccc4ccccc4c3)cs2)c2ccccc21,103,94,47,100,101,90,96,80
CC[N+]1(C)CSC(=S)N(C)C1 (stereo not given),110,116,107,126,121,110,117,115
Cc1ccc(S(=O)(=O)NCCC2CC2[C@H](O)[C@@H](O)c2ccccc2)cc1 (stereo not given in full),133,103,99,101,/,107,97,97
COc1cccc2nc(Nc3ccc(NC(=O)c4ccc5c(c4)OCCO5)cc3)ccc12,98,/,108,101,103,111,96,96
Cc1cn(Cc2ccc3ccccc3c2)c(=S)n1Cc1ccc2ccccc2c1,93,96,78,96,95,94,94,101
CN1C(=O)/C(=C/C2=Cc3ccccc3OC2)S/C1=N/c1nccs1,93,96,76,101,95,108,83,103
N#C/C(=C\c1cccc(F)c1)C(=O)c1ccccc1,111,98,99,116,91,109,105,124
CCOC(=O)n1c(O)c(N=NC(=O)c2ccc(S(N)(=O)=O)cc2)c2ccccc21,106,100,83,109,101,101,103,100
CCCCC/C=C/C/C=C/CCCCCCCCNC(=O)Nc1ccc(C)cc1,107,103,/,113,104,106,105,109
CCOC(=O)C1=Cc2c(-c3cc(Cl)ccc3O)nc(N)nc2C(C)(C)C1,100,94,90,110,87,117,101,122
CCCc1nn(C)c2c(=O)[nH]c(-c3cc(S(=O)(=O)N4CCN(C)CC4)ccc3OCC)nc12,97,/,98,116,104,98,94,102
O=C(c1cn[nH]c1-c1ccccc1)N1CCN(Cc2nc3sc4c(c3c(=O)[nH]2)CCCC4)CC1,100,100,93,118,94,100,98,111
SMILES,SK-MEL-2,SK-MEL-5,T-47D,SK-MEL-28,HS 578T,UACC-257,LOX IMVI,MALME-3M
COc1ccc(-c2nnc(SCC(=O)N3CCN(c4cc5c(cc4F)c(=O)c(C(=O)O)cn5C4CC4)CC3)n2-c2ccccc2)cc1OC,103,101,59,95,104,108,93,104
O=C(/C(=C/c1ccc(O)cc1)c1ccccc1)c1ccccc1,98,98,110,112,97,106,87,92
CCn1c2ccc(O)cc2c2c(C)c3c[n+](C(C)C)ccc3c(C)c21,35,57,-15*,23,35,37,31,-6.6*
CCSC(SCC)C(O)C(O)C(O)C(C)O (stereo not given),120,96,87,100,101,95,95,116
CCOc1cc2c(Cl)ncnc2c(OCC)c1OCC,52,77,76,58,95,-17*,83,84
Cn1c(=O)[nH]c2nc(SC/C(=N/O)c3ccccc3)[nH]c2c1=O,112,/,100,112,97,107,98,94
Cc1cc(N)cc(C)c1-c1c(Br)cc(N)cc1Br,27,21,36,45,34,62,16,14
CCCCNc1nc(NC(C)(C)C)nc(NC(C)(C)C)n1,64,51,45,61,68,81,57,87
CN(C)C1CCN(C(=O)c2ccc(NC(=O)Nc3ccc(-c4nc(N5CCOCC5)nc(N5CCOCC5)n4)cc3)cc2)CC1,/,-39*[2.5 µM],-45*[2.5 µM],-28*[2.5 µM],/,-40*[2.5 µM],0.5*[2.5 µM],-34*[2.5 µM]
Nc1ccc(S(=O)(=O)Nc2cnc3ccccc3n2)cc1,111,101,100,117,108,109,100,96
CCCCC(/C=N/N=C(N)N)=N\N=C(N)N,123,/,80,107,99,102,97,94
Nc1ncc(-c2ccc(NS(=O)(=O)C3CC3)cc2)[nH]1,105,99,98,103,100,107,103,101
Cc1nc2cc(NC(=O)/C=C/c3ccc(Cl)cc3)ccc2c(=O)[nH]1,110,103,/,109,116,132,/,116
Cc1cccc(C)c1Nc1ccc2nnc(-c3ccncc3)n2n1,112,100,110,99,96,97,94,94
O=C(CNC(=O)c1nc(-c2ccccc2)n(-c2ccc(Cl)cc2)n1)NO,98,97,91,103,106,/,98,89
COc1ccc(-c2cc(-c3cccnc3)nc3sc4c(N)ncnc4c23)cc1OC,107,100,97,121,117,107,97,116
COc1cc(/C=C/C(=O)O)ccc1OC(C)=O,98,96,88,101,104,92,94,96
Nc1c2nc[nH]c2c(N)c2[nH]c(=O)c(=O)[nH]c12,104,103,105,107,109,92,96,110
CCN1CCN(Cc2ccc(NC(=O)Nc3nc4ccc(Oc5ccnc(C(=O)NC)c5)cc4s3)cc2C(F)(F)F)CC1,-23*,20,-28*,-85*,-39*,-49*,-79*,-68*
C=C1C(=O)O[C@H]2[C@H]1CC/C(COC(=O)n1ccnc1C)=C\CC[C@@]1(C)O[C@@H]21,87,106,85,100,98,75,95,93
COc1cc(-c2nnc(CNc3ccc(F)c(Cl)c3)o2)ccc1O,91,101,93,107,107,93,91,102
CC1CC=CCC1(CO)CO (stereo not given),103,108,101,109,121,99,98,/
Cc1c2cnccc2c(C)c2c1c1cc(O)ccc1n2C(C)C,-14*,-49*,3.1*,6.2*,3.6*,/,-17*,-18*
COc1cc(-c2nn(-c3ccc(NC(=O)Nc4ccc(Cl)c(Cl)c4)cc3)cc2-c2ccncc2)ccc1Cl,/,48,48,41,-27*,57,20,57
CCOC(=O)C(CC)Cc1ccc(OC)c(OC)c1 (stereo not given),108,/,100,112,100,106,95,110
SMILES,SK-MEL-2,SK-MEL-5,T-47D,SK-MEL-28,HS 578T,UACC-257,LOX IMVI,MALME-3M
CCCCCCCC(=O)Oc1ccccc1Cl,118,99,108,103,95,/,98,98
CN1C(=O)/C(=C\c2ccccc2)c2ccccc21,112,86,79,102,81,89,81,87
O=C1Nc2ccc(F)cc2/C1=C\c1ccc(OCc2ccccn2)cc1,103,106,39,109,78,104,87,93
Oc1cc(CNCc2ccccc2)c(O)cc1CNCc1ccccc1,90,96,94,101,93,95,87,121
CCCCCCCCCCNC(=O)CI,-50*,3.0*,-21*,58,91,66,-73*,/
CCOC(=O)[C@@H]1CCCN(S(=O)(=O)c2ccc(S(=O)(=O)N(CC)CC)cn2)C1,66,39,59,97,90,58,63,82
COc1ccc(/C(C#N)=C/c2ccc(N(C)CCC#N)cc2)cc1,103,72,55,89,101,85,78,94
c1ccc2n[nH]nc2c1,114,97,97,111,103,99,101,104
Nc1c(Br)cc(Br)c2c1C(=O)c1c(cccc1S(=O)(=O)O)C2=O,109,97,75,123,/,106,99,112
CC(C)C[C@H]1C=C[C@@H](CC(C)C)N(Cc2ccccc2)S(=O)(=O)N1Cc1ccccc1,108[3.75 µM],66[3.75 µM],72[3.75 µM],/,97[3.75 µM],65[3.75 µM],53[3.75 µM],86[3.75 µM]
COc1ccc(OC)c(Nc2n[nH]c(-c3cccs3)c2C#N)c1,112,96,81,105,85,105,91,102
c1cc(N2CCOCC2)nc(NCCNc2nc(N3CCOCC3)nc(N3CCOCC3)n2)n1,/,/,104,100,98,86,/,80
COc1cc(C(=O)N/N=C/C(=O)O)cc(OC)c1OC,135,119,118,118,/,112,/,127
COC(=O)c1c(C)[nH]c2c3c(c(O)cc12)[C@H]1C[C@@H]2[C@@]4(C)CCCC(C)(C(=O)O)[C@@H]4CC[C@@]32C=C1C(C)C (stereo not given in full),103,100,90,106,101,116,103,103
O=C(Nc1ccc(F)cc1)C1(C(=O)Nc2ccc(Oc3ncnc4scc(Nc5n[nH]c(=S)s5)c34)cc2)CC1,104,99,94,109,93,103,39,91
N#Cc1ccc(C(c2c[nH]c3ccc(Cl)cc3c2=O)n2ccnc2)cc1 (stereo not given),109,105,96,109,81,98,90,102
O=C(c1ccccc1)N1N=C(c2ccccc2)CC1c1nnc2n(Cc3ccccc3)c(=O)c3c4c(sc3n12)CCCC4 (stereo not given),78,109,122,106,109,112,92,85
COc1cc(NC(C)CCCN2C(=O)c3ccccc3C2=O)c2ncccc2c1OC (stereo not given),95,84,67,105,96,99,79,74
CCc1c([N+](=O)[O-])cc2c(c1[N+](=O)[O-])C(C)(CC)CCC2(C)CC (stereo not given),99,93,101,101,116,99,95,97

# 4 compounds from above, arranged by formula weight, rising:
SMILES,SK-MEL-2,SK-MEL-5,T-47D,SK-MEL-28,HS 578T,UACC-257,LOX IMVI,MALME-3M
Cc1nc2cc(NC(=O)/C=C/c3ccc(Cl)cc3)ccc2c(=O)[nH]1,110,103,/,109,116,132,/,116
COc1cc(-c2nnc(CNc3ccc(F)c(Cl)c3)o2)ccc1O,91,101,93,107,107,93,91,102
Cc1ccc(S(=O)(=O)NCCC2CC2[C@H](O)[C@@H](O)c2ccccc2)cc1 (stereo not given in full),133,103,99,101,/,107,97,97
C=C1C(=O)O[C@H]2[C@H]1CC/C(COC(=O)NCc1ccc(Cn3c(=O)sn(CCCl)c3=O)cc1)=C\CC[C@@]1(C)O[C@@H]21,69,82,3.1*,64,97,50,61,-28*

# 5 neighbouring records from above, quoted:
SMILES,SK-MEL-2,SK-MEL-5,T-47D,SK-MEL-28,HS 578T,UACC-257,LOX IMVI,MALME-3M
O=C(Nc1ccc(F)cc1)C1(C(=O)Nc2ccc(Oc3ncnc4scc(Nc5n[nH]c(=S)s5)c34)cc2)CC1,104,99,94,109,93,103,39,91
N#Cc1ccc(C(c2c[nH]c3ccc(Cl)cc3c2=O)n2ccnc2)cc1 (stereo not given),109,105,96,109,81,98,90,102
O=C(c1ccccc1)N1N=C(c2ccccc2)CC1c1nnc2n(Cc3ccccc3)c(=O)c3c4c(sc3n12)CCCC4 (stereo not given),78,109,122,106,109,112,92,85
COc1cc(NC(C)CCCN2C(=O)c3ccccc3C2=O)c2ncccc2c1OC (stereo not given),95,84,67,105,96,99,79,74
CCc1c([N+](=O)[O-])cc2c(c1[N+](=O)[O-])C(C)(CC)CCC2(C)CC (stereo not given),99,93,101,101,116,99,95,97

# Hits appear at their usual frequency. About 11% of those tested had a hit in this group.
